Menin-MLL TR inh: displaces Texas Red mutant MLL peptide from human menin; O00255; Menin + Texas Red MLL mutant peptide, fluorescence polarization; Potency, µM (series often up to 61.6 µM), for the others: at the highest dose FP activity change, negative = inhibition, actives largely listed as inhibitors; 0.23% of 270,000 active; active = well fitted inhibition curve with a large enough effect in the polarisation, with a control signal flat, not every such curve was filed as active; inconclusive = small, poorly fitted or top-dose-only effect, or effect the other way, or a change in a side signal; inactive = no such curve, though single readings can be large or run the other way; the % refers to the polarisation; note: potency is the fitted concentration of half-maximal effect; % of control where 0% means no effect; many of its hits are not listed in these tables
Target sequence (O00255 whole entry, looked up): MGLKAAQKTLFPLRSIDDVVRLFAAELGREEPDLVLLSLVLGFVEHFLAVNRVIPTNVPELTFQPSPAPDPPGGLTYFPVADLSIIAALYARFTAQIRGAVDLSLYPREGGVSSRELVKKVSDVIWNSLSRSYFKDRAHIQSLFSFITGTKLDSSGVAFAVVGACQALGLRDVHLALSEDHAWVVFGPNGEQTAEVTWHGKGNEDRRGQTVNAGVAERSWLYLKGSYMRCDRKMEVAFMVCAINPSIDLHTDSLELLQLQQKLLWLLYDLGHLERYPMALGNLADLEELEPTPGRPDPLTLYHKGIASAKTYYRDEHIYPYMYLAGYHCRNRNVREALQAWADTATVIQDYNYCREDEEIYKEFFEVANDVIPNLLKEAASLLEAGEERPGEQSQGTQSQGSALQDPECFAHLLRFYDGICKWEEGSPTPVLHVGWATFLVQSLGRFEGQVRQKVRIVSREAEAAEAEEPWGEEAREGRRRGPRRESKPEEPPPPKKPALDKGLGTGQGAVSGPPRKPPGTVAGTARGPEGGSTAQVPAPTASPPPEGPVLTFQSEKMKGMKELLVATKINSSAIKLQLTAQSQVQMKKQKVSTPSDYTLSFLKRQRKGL
GALK inh: blocks human galactokinase activity | P51570 | 0.007% of 270,000 active | Potency, µM (highest dose often 57.5 µM), for the others: at the highest dose activity change, negative = inhibition, actives largely listed as inhibitors | Purified GALK, Kinase-Glo residual ATP luminescence; note: potency is the fitted concentration of half-maximal effect; % is set by controls: 0 for no effect and ±100 for the full control effect
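The enzyme phosphorylates galactose (100 uM) using ATP (35 uM); inhibition is detected as higher residual ATP, quantified by bioluminescence after 1 h reaction at room temperature, pH 8.0.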
TRPV1 ag: agonists of human vanilloid receptor 1 (TRPV1). TRPV1-expressing cells, Fluo-8 calcium influx, agonist mode. Q8NER1. 0.19% of 320,000 active. AID 540275. activation, % at 8.33 µM; in the data active = activation above about 80%; inconclusive = between about 30% and that limit; note: 0% is about no effect
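TRPV1-expressing cells were cultured overnight at 35.5C and loaded with Fluo-8 calcium dye for 40 to 90 min at room temperature. After a 10 s baseline, compound was added and calcium influx was read kinetically for 3 min (ex 480/em 520 nm).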
Coupling enz: counter-screen for Giardia aldolase inhibitors: coupling enzyme system; coupling enzyme system counterscreen, AmpLite Red fluorescence; activity change, negative = inhibition, % at 58.2 µM, hits read low; 0.67% of 290,000 active; AID 2472; in the data active = activity change below about -30%; note: % is set by controls: 0 for no effect and ±100 for the full control effect
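Activity here indicates interference with the coupling reaction, not aldolase inhibition. Compounds at 57.5 uM final met coupling enzymes for 10 min at RT; substrate and AmpLite Red detection followed, with a 525/598 nm fluorescence read after 20 min.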
B2AR arrestin: recruits beta-arrestin to the human beta2-adrenergic receptor; Potency, µM (titrated, usually from 46.1 µM), inactives show top-dose activation, most hits filed as activators; 0.02% of 330,000 active; beta-arrestin recruitment to beta2AR, cell-based reporter;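 note: potency is the fitted concentration of half-maximal effect; 0% = DMSO controls and full agonism = EC100 isoproterenol or metaproterenol; nearly all actives have a fitted effect of over 65% in size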
Target sequence (P07550 whole entry, looked up): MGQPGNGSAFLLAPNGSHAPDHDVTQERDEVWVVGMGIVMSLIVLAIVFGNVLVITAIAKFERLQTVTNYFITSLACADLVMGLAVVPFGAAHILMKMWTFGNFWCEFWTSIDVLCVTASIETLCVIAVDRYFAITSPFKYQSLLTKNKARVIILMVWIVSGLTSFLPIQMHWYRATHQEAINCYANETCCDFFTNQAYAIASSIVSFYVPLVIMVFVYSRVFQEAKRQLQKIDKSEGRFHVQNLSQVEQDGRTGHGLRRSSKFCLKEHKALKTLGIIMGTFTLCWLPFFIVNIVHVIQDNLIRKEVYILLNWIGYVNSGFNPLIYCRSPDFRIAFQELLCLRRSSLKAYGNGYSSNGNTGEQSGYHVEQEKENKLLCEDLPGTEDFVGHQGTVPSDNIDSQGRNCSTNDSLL
KCNH2 3.1 block: KCNH2 3.1 (human) potassium channel inhibition. U2OS KCNH2 3.1, thallium flux FluxOr; hits give low values. 0.95% of 340,000 active. activity change, % (tested at about 1.8 µM);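 active = maximum activity change below -70%; inconclusive = maximum activity change from -70% to -50%; inactive = maximum activity change above -50%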;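 note: thallium influx rate constant from kinetic fluorescence after stimulation buffer; % is set by controls: 0 for no effect and ±100 for the full control effect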
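Channel expression came from 3.1 mutant virus (1.77 x 10^8 /mL) applied to suspended U2OS cells for 4 h. Flux was tracked with FluxOr dye plus Red40 quencher, and kinetic rate constants normalized to controls.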
PKM2 activator: activators of human pyruvate kinase M2. P14618. purified PKM2, Kinase-Glo ATP luminescence, activation; response scale: 0% is enzyme alone, no compound. Potency, µM (doses to about 57.5 µM), without a hit: top-dose activation, usual class: activators. 0.34% of 260,000 active. AID 1631; note: potency is the fitted concentration of half-maximal effect; % is set by controls: 0 for no effect and ±100 for the full control effect; nearly all actives have a fitted effect of over 55% in size
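Kinase-Glo luminescence reports ATP generated from ADP (0.1 mM) and PEP (0.5 mM) by purified hPK-M2 after 1 h at room temperature, pH 7.2 imidazole buffer; intermediate enzyme activity allows detecting inhibitors and activators.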
MLL CXXC-DNA inh: blocks binding of human MLL CXXC domain to DNA | 0.037% of 290,000 active | MLL-CXXC / FITC-HOXA9 DNA fluorescence polarization | Q03164 | Potency, µM (top dose mostly 115 µM), inactives show at the top dose activity change, negative = inhibition, most hits filed as inhibitors; active = well fitted inhibition curve with a large enough effect in the polarisation, with a control signal flat, not every such curve was filed as active; inconclusive = small, poorly fitted or top-dose-only effect, or effect the other way, or a change in a side signal; inactive = no such curve, though single readings can be large or run the other way; the % refers to the polarisation; note: potency is the fitted concentration of half-maximal effect
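Fluorescence polarization: 7 uM MLL-CXXC (stock) preincubated 5 min with compounds, then 50 nM fluorescein-HOX-A9 DNA (stock) added; 30 min ambient. Buffer 50 mM Tris-HCl pH 7.5, 50 mM NaCl, 1 mM DTT, 0.05% BSA.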
USP2a inh: USP2a (human) protease inhibition. 0.01% of 330,000 active. USP2 core, Ub-CHOP2 coupled fluorogenic reporter, 485/531. AID 463254. O75604. Potency, µM (series often up to 38.3 µM), without a hit: at the highest dose activity change, negative = inhibition, most hits filed as inhibitors;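 note: potency is the fitted concentration of half-maximal effect; plate controls were DMSO wells for no effect and full inhibition by NEM control for full effect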
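Cell-free coupled assay: 10nM USP2 core preincubated 30min RT with compound in Tris-HCl pH 8.0/CaCl2/CHAPS buffer, then 25nM Ub-CHOP2 and 25nM reporter substrate; fluorescence (Ex 485/Em 531) read after 60min RT, normalized to NEM inhibition, concentration-response curves fitted.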
Giardia kill: Giardia lamblia killing | 0.15% of 340,000 active | Giardia lamblia trophozoite viability | activity change, % at 7.66 µM, hits read low; in the data active = activity change below about -80%; inconclusive = between about -30% and that limit;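 note: parasites exposed to compound for two days anaerobically before the ATP read; % is set by controls: 0 for no effect and ±100 for the full control effect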
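Killing of trophozoites was scored by loss of ATP luminescence after a 48 hrs anaerobic exposure to compounds at 37 deg C, using 100 cells per well.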
KCNH2 WT inh: inhibitors of human wildtype KCNH2 potassium channel; 0.37% of 340,000 active; Q12809; activity change, % at 1.84 µM; AID 720551; U2OS, BacMam KCNH2, thallium flux FluxOr; hits give low values;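 active = maximum activity change below -70%; inconclusive = maximum activity change between -70% and -50%; inactive = maximum activity change above -50%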; note: % is set by controls: 0 for no effect and ±100 for the full control effect
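U2OS cells transduced with wild-type KCNH2 virus are loaded with FluxOr dye for 45 min, and thallium flux is measured in kinetic reads before and after stimulation buffer. Rate constants are normalized to DMSO controls.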
* hit, by the source's call; ? = inconclusive; nt = not tested or not shown; [ ] = remark or other dose. Unless noted, calls come from the whole dose curve; as a rule, active = well fitted curve in the direction sought with a large enough effect; inconclusive = small, poorly fitted or top-dose-only effect, or another doubt; inactive = no such curve, though single readings can be large; an effect the other way counts as inactive or inconclusive. The list is partial (hit frequency here may not be typical).

SMILES | Menin-MLL TR inh | GALK inh | TRPV1 ag | Coupling enz | B2AR arrestin | KCNH2 3.1 block | PKM2 activator | MLL CXXC-DNA inh | USP2a inh | Giardia kill | KCNH2 WT inh
COc1ccc(NS(=O)(=O)c2cccc(C(=O)NCc3ccccc3CN3CCCC3)c2)cc1 | nt | nt | 6 | nt | -0.1% | 9 | nt | nt | 1% | ? | 24
Cc1cc(NC(=O)CSc2nnnn2Cc2ccccc2)no1 | -6% | 0% | 7 | 0 | 0.4% | -18 | 10% | -3% | 0% | 33[activator] | 0
O=c1ccn([C@@H]2O[C@H](COS(=O)(=O)O)[C@@H](O)[C@H]2O)c(=O)[nH]1 | nt | nt | nt | nt | 0.1% | 12 | nt | nt | 2% | -7 | -1
Fc1ccc(OCc2nc(-c3ccc(Br)o3)no2)c(F)c1 | 4%[11.7 µM] | 0% | nt | 1 | 0.0% | -9 | 27% | -1% | -3% | -3 | 1
O=C(CCCN1C(=O)S/C(=C/C=C/c2ccccc2)C1=O)Nc1ccc(C(=O)O)cc1 | nt | -2% | -1 | nt | 0.1% | -6 | 8% | 9% | 1% | -11 | -25
Cc1ccccc1N(C(=O)Cc1ccsc1)C(C(=O)NC1CCCCC1)c1ccc(F)cc1 (stereo not given) | 2% | -2% | 2 | 0 | -2.0% | 14 | 4% | 8% | 5% | 4 | -4
Cc1cccc(NC(=O)c2snc3c(=O)[nH]cnc23)c1 | 0% | 2% | -3 | 3 | -0.9% | nt | 5% | 14% | 1% | nt | nt
Cc1ccccc1CNC(=O)Cn1ccc2cc(S(=O)(=O)N3CCCCCC3)ccc21 | 17% | -2% | 0 | -1 | -0.1% | -3 | nt | -8% | 2% | 13 | 4
Cc1csc(NC(=O)CSc2nc3[nH]ncc3c(=O)[nH]2)n1 | 19% | 0% | -3 | 3 | -0.4% | 13 | -7% | -4% | 1% | 19 | nt
CN(C)c1ccc(NC(=O)Cn2cc3c(n2)CCCC3)cc1 | -21% | -1% | 3 | 1 | 0.3% | -3 | -2% | ? | 1% | -10 | 0
CN(C(=O)c1ccc(NC(=O)Cc2cccc([N+](=O)[O-])c2)cc1)C1CCCC1 | nt | nt | nt | nt | 0.1% | 8 | nt | nt | -1% | -2 | 12
O=C(NNC(=O)c1cc2cc(OC(F)(F)F)ccc2[nH]1)c1ccc(Cl)cc1 | nt | -3% | 1 | 0 | 0.0% | -19 | -6% | -7% | -1% | ? | 5
COCCn1cnc2c1c(=O)n(Cc1ccc(Br)cc1)c(=O)n2Cc1ccccc1 | 50%[activator] | -1% | 4 | -1 | -0.3% | -1 | 1% | -3% | -2% | 1 | -12
CCC(C)(C)NC(=O)C(c1ccccn1)N(C(=O)c1csnn1)c1ccccc1 (stereo not given) | -22% | -1% | 1 | -1 | -1.0% | -6 | -1% | 3% | -1% | 2 | -9
Cc1ccc(-n2nc3c(N4CCC(C(=O)NCc5cccc(F)c5)CC4)nnc(C)c3c2C)cc1 | nt | 5% | ? | nt | 1.0% | 3 | nt | 0% | 2% | ? | 7
COc1cccc(-n2c(SCC(=O)N3CCOCC3)nnc2-c2c[nH]c3ccccc23)c1 | -1% | -3% | 2 | -11 | -1.0% | 5 | 1% | -1% | 4% | -3 | 1
CC(=O)Nc1ccc(-c2nnn(CC(=O)c3ccccc3)n2)cc1Cl | -19% | -2% | 5 | 0 | 0.1% | -1 | 0% | -13% | -2% | -4 | 15
O=CNNC(=O)c1cccc([N+](=O)[O-])c1 | -15% | 0% | -3 | 4 | -0.8% | -3 | -5% | 13% | 5% | -16 | -2
CSc1ccccc1C(=O)N1CCCC(CNC(=O)c2ccc(F)cc2)C1 (stereo not given) | -15% | 7% | 0 | 1 | -0.1% | 4 | -2% | 7% | -1% | -4 | -9
Cc1cccc(NC(=O)CSCC(=O)NCc2cccc(C(F)(F)F)c2)c1 | nt | 0% | -3 | nt | 0.3% | -3 | 0% | -8% | 3% | -7 | 13
COc1ccc(OC)c(-c2cc(C(=O)N3CCN(c4ccccc4)CC3)no2)c1 | -1%[11.7 µM] | 2% | nt | 0 | -1.1% | 1 | 2% | -7% | -3% | 3 | -4
CCN(CCO)Cc1csc2c(Br)cccc12 | 3% | -5% | 8 | 0 | 0.4% | -6 | 1% | -12% | 0% | 32[activator] | 7
CCn1c(=O)cc(SCC(=O)NCc2ccccn2)c2ccccc21 | -2% | -1% | -2 | 1 | 0.4% | -184* | 1% | 4% | -2% | 5 | 4
CCCOc1ccc(N2C(=O)CC(N(C(=O)c3ccco3)c3ccc(OCCC)cc3)C2=O)cc1 (stereo not given) | -2% | -1% | 1 | 0 | 0.3% | -19 | -3% | -11% | 2% | -10 | 0
O=C1Cc2c([nH]c3ccc(Br)cc23)-c2ccccc2N1 | ? | nt | nt | 2 | nt | -38 | nt | 17% | nt | 44[activator] | -15
The list continues:
SMILES | Menin-MLL TR inh | GALK inh | TRPV1 ag | Coupling enz | B2AR arrestin | KCNH2 3.1 block | PKM2 activator | MLL CXXC-DNA inh | USP2a inh | Giardia kill | KCNH2 WT inh
Cc1nn(-c2ccccc2)c(C)c1/C=N/n1c(-c2ccc(Cl)cc2)n[nH]c1=S | 2% | -2% | -1 | -1 | -0.5% | -13 | -7% | 3% | 2% | -12 | -10
Cc1cc(C)cc(NC(=S)N2CCN(Cc3ccccc3)CC2)c1 | -17% | 6% | 17 | -1 | 0.2% | -12 | -2% | 2% | 3% | -20 | 1
Oc1ccc2ccccc2c1N=Nc1ccccn1 | -26% | 3% | 22 | 2 | 0.0% | 8 | -8% | -5% | -12% | 2 | -4
N#Cc1c(N)nc(-c2ccccc2)nc1-c1ccccc1 | 3% | 2% | ? | 1 | -1.0% | 2 | -2% | -12% | 1% | 11 | -1
CCOC(=O)c1nccnc1C(=O)Nc1cccc(C(F)(F)F)c1 | 24% | 1% | 6 | -1 | -0.1% | 14 | -1% | 1% | 1% | -10 | -3
Cc1csc(SCC(=O)O)n1 | 13% | 0% | -3 | 1 | -0.4% | -5 | 4% | 8% | 2% | 0 | 13
Cc1ccc(S(=O)(=O)NC2(C(F)(F)F)NC(=O)N(c3ccc(F)cc3)C2=O)cc1 (stereo not given) | nt | -2% | 0 | -2 | 1.0% | 10 | nt | -4% | -1% | 2 | -3
Cc1ccc(C(=O)N2CCC3(CC2)Oc2ccc(F)cc2C(=O)C32CC(c3ccc(Cl)cc3)=NO2)s1 (stereo not given) | nt | 5% | 8 | 0 | -0.1% | -30 | 0% | 8% | 5% | 6 | 0
CCNc1nc2[nH]c(=O)c3c(c2s1)OC(N)=C(C#N)C3c1ccc(C)cc1 (stereo not given) | 25% | 3% | 1 | -12 | -0.7% | 10 | 3% | 37%[activator] | -2% | -8 | -4
COC(=O)CSc1nc(NC#N)nc(NC(C)C)n1 | 12% | -1% | 1 | nt | -0.5% | -3 | 0% | -2% | 1% | 12 | 2
CCN(CC#CCC(O)(c1ccccc1)C1CCCC1)C(C)C (stereo not given) | -21% | -2% | 5 | nt | -0.5% | -22 | -2% | 5% | 0% | 8 | -4
NC(=O)NC(Cc1ccccc1)C(=O)Nc1ccc(S(N)(=O)=O)cc1 (stereo not given) | nt | -2% | -1 | 2 | -0.1% | -5 | -2% | 9% | -1% | -9 | -8
COc1ccc(CCN(C)C(=O)c2cc(-c3ccccc3)nc3ccccc23)cc1OC | nt | 0% | 3 | nt | 0.7% | -4 | 2% | 5% | -1% | -3 | -8
O=C(CC12CC3CC(CC(C3)C1)C2)Nc1ccc(C(=O)O)cc1 | -3% | 1% | -1 | 7 | -0.4% | 17 | -5% | 20% | 0% | 13 | 13
Cc1ccc(C)c(OCCNc2ncccc2[N+](=O)[O-])c1 | 5% | -1% | 5 | -2 | -0.5% | -17 | -4%[11.5 µM] | 4% | 2% | -1 | -4
O=S(=O)([O-])C(c1ccccc1)[n+]1ccccc1 (stereo not given) | nt | nt | -3 | nt | 0.1% | -4 | nt | nt | 1% | -2 | -14
O=c1n(-c2ccccc2)c(=O)n(Cc2ccccn2)n1Cc1ccccn1 | 0% | -3% | -3 | 1 | 0.0% | -2 | -1% | 1% | 0% | 0 | -7
C/C(=N/NC(=O)c1nnn(-c2nonc2N)c1-c1ccccc1)c1ccc2c(c1)OCO2 | -1% | -2% | 3 | 2 | 0.1% | -2 | -1% | 10% | 0% | -14 | -7
c1ccc2c(c1)ncn2CCn1cnc2ccccc21 | 4% | 2% | 1 | 3 | -1.0% | 13 | -7% | -1% | 0% | -5 | 4
COc1cccc(NC(=O)c2cc(=O)c3ccccc3o2)c1 | 28% | 8% | -1 | 2 | 0.3% | 9 | 1% | 31%[activator] | 1% | 9 | -45
